# Compound activity: PubChem, several laboratories
# Mac1 fbg inh – inhibitors of human CD11b/CD18 binding to fibrinogen | K562 CD11b/CD18 adhesion to fibrinogen, ATPlite luminescence; Mn2+ added to activate the integrin | P05107+P11215 | hit rate 0.54% among 93,000 | inhibition, % at 10 µM;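 active = primary inhibition of 50% or more at 10 µM, then 40% or more on retest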; note: some results filed as inactive read as strong as hits
# ERa coact pot – enhances coactivator binding to human estrogen receptor alpha; hit rate 1.3% among 86,000; P03372; TR-FRET ERalpha-LBD/SRC-Cy5 coactivator binding, 2 h; 100 = basal binding, no effect; coactivator binding (% of control), % at 25.6 µM; AID 639; in the data active = activity above about 200%;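 note: binding measured in presence of low estradiol as agonist stimulus; 0% = peptide alone without receptor and 100% = receptor with peptide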
# MT1-MMP txn act – activates MT1-MMP transcription | HT1080 MT1-MMP promoter luciferase reporter, luminescence, overnight; hits give high values | activation factor at 10 µM | hit rate 0.16% among 86,000 | AID 750;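 active = activation factor of at least 2 for MT1-MMP transcription at 10 µM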
# FAK blocker – inhibitors of human focal adhesion kinase. Q05397. biochemical FAK kinase activity assay. inhibition, %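 (tested at 7 µM)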. hit rate 0.84% among 97,000. AID 727; in the data active = inhibition above about 19%;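 note: 0% = DMSO and 100% = reference compound high control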
# Mac1 fbg enh – enhancers of human CD11b/CD18 binding to fibrinogen; K562 CD11b/CD18 adhesion to fibrinogen, ATPlite luminescence; P05107+P11215; activation, % at 10 µM; hit rate 0.07% among 93,000;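 active = 10 µM primary screen giving 50% or more activity, confirmed by 40% or more on retest at that dose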; note: strong numbers were not always called active; reference of the scale not given here
# ERb SRC1 inh – blocks coactivator binding to human estrogen receptor beta; Q92731; TR-FRET ER-beta LBD / SRC1-Cy5 peptide binding; receptor agonist-loaded with 1 µM estradiol; inhibition, % at 25.6 µM; hit rate 1.3% among 86,000; AID 633;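 active = compounds whose percent inhibition of the receptor-coactivator binding signal exceeds about 50% in the single-dose screen, limit read from the data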;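 note: 0% = receptor plus peptide wells without compound and 100% = peptide-only wells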
# Target sequence (Q92731 whole entry, looked up, the tested form may be a part): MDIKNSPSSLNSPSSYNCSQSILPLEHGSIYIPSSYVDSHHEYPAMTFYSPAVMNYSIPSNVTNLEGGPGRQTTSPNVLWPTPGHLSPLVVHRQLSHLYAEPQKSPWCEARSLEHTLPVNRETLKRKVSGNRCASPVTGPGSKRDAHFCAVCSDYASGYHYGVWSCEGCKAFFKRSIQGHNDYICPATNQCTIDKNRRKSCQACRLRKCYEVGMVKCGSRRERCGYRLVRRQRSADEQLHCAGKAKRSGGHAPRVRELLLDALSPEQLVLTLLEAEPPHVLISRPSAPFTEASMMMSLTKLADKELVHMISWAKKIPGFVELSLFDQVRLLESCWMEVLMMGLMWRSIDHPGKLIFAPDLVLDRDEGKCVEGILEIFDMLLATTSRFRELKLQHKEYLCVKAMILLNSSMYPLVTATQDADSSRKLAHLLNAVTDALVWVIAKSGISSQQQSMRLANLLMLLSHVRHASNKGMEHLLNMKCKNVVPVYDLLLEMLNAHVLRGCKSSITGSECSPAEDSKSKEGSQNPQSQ
# ERa SRC1 inh – blocks coactivator binding to human estrogen receptor alpha | TR-FRET ER-alpha LBD / SRC-1 peptide, estradiol-bound | inhibition, % at 25.6 µM | AID 629 | hit rate 1.7% among 86,000; in the data active = inhibition above about 50%;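 note: 0% = receptor plus peptide control and 100% = peptide only without receptor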
# E coli WT exp – E. coli BW25113 growth inhibition, expanded screen | OD600 absorbance | growth inhibition, % at 100 µM | hit rate 0.15% among 98,000 | AID 710;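 active = growth inhibition above about 50% at one test dose, limit read from the data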;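 note: growth measured after 20 h incubation at 37 °C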
# PLAP activator – activators of human placental alkaline phosphatase | purified PLAP enzyme, luminescent substrate read-out; hits give high values | hit rate 1.2% among 96,000 | activation fold at 20 µM | P05187 | AID 696; in the data active = activation fold above about 2
# Target sequence (P05187 whole entry, looked up): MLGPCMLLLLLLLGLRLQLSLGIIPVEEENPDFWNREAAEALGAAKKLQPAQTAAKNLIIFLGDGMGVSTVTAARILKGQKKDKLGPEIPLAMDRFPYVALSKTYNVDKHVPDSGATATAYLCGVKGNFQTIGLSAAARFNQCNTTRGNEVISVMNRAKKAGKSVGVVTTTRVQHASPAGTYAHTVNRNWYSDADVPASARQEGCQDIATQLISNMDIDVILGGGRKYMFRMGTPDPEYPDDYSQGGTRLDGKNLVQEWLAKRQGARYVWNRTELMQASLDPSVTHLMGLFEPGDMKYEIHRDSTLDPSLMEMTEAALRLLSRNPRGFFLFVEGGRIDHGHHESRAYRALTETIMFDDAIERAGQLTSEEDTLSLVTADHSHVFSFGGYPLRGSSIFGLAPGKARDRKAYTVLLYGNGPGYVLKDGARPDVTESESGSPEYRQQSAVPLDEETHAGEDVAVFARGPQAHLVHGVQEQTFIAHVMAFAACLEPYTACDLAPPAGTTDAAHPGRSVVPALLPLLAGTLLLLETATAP
# The depositor's hits bear a star; / = no result given; [ ] = another dose, or the depositor's remark.
Molecule	ERa coact pot	MT1-MMP txn act	ERa SRC1 inh	E coli WT exp	Mac1 fbg inh	ERb SRC1 inh	Mac1 fbg enh	PLAP activator	FAK blocker
Cc1ccc(Cn2nnc3c(=O)n(CC(=O)NCc4ccco4)cnc32)cc1	94[fluorescence artefact?]	1.2	-7	/	/	-9[fluorescence artefact?]	/	/	1
CC(=O)Nc1ccc(S(=O)(=O)N2CCN=C2C)cc1	118	1	2	-3	-15	-5	9	0.8	0
CCC1CCCCN1CCCNC(=O)COc1cc(=O)n(C)c2ccccc12 (stereo unspecified)	120	1.1	0[fluorescence artefact?]	6	1	-3[fluorescence artefact?]	0	1	3
O=C(NCc1ccccc1)c1cccc(OCC(=O)N2CCN(C(=O)c3ccco3)CC2)c1	140	1.1	11	7	-2	7	8	1.1	4
COc1ccccc1-n1c(C)nnc1SCC(=O)Nc1cc(C)cc(C)c1	106	1.9	-5	1	-2	0	-4	1.2	4
O=C(CNS(=O)(=O)/C=C/c1ccccc1)OCC(=O)N1CCC(Cc2ccccc2)CC1	/	/	/	1	9	/	-3	1.2	3
Cn1ncc(Br)c1C(=O)N/N=C/c1ccc(OS(=O)(=O)c2ccccc2)cc1	122[fluorescence artefact?]	1.1	3	/	/	-2[fluorescence artefact?]	/	/	0
COC(=O)c1ccc(C(=O)OC)c(NS(=O)(=O)c2ccc(NC(C)=O)cc2)c1	107	1.2	-1	14	-3	1	-2	0.9	/
Cc1cc(C)n(-c2nc3ccccc3nc2Nc2ccc3c(c2)OCO3)n1	108[fluorescence artefact?]	1.1	-9[fluorescence artefact?]	-20	/	-10	/	/	/
O=c1[nH]c(N2CCOCC2)nc2ncn(Cc3ccccc3)c12	98	1	17	3	3	-2	-2	0.9	1
COc1ccc(NC(=O)CNCCC2=CCCCC2)cc1	106	1.1	7	12	-2	19[fluorescence artefact?]	1	1.1	1
CN1C(=O)CC(N2CCC(C(N)=O)CC2)C1=O (stereo unspecified)	102	1.1	-1	/	/	-4	/	/	0
CSc1ccccc1NC(=O)c1ccccc1N(Cc1ccccc1)S(C)(=O)=O	107	1.2	-4	-4	-9	59*	-4	1.3	3
N=c1sccn1CC(=O)Nc1ccccc1Oc1ccccc1	95	1	-9	5	-45	-5[fluorescence artefact?]	-4	0.9	-1
COc1cccc(NS(=O)(=O)c2c(C)cc(C)cc2C)c1	108	1.2	-3	6	-1	-5	4	1.1	5
CCC1(CC)C(=O)C(C)(C)C(=O)OC1c1ccccn1 (stereo unspecified)	112	1.1	-3	4	2	-21[fluorescence artefact?]	2	1	-1
O=C1c2ccc3c4c(ccc(c24)C(=O)N1Cc1cccnc1)C(=O)N(Cc1cccnc1)C3=O	/	/	/	-9	-1	/	-3	1	-1
CCOC(=O)C1=C(C)OC(N)=C(C#N)C1c1c(C)nn(-c2ccc(C)cc2)c1Cl (stereo unspecified)	98	1.1	4	9	-26	7	2	1.4	0
CCOc1ccc(CCNC(=O)CCc2nc(-c3ccc(C)cc3)no2)cc1OCC	111	1.2	-11	-12	-3	-2	-2	1	-1
CNC(=O)c1sc2nc(-c3ccc(OC)cc3)cn2c1C	96	1.3	1[fluorescence artefact?]	7	-7	1[fluorescence artefact?]	-2	1	4
COCCn1nnnc1C(c1cccs1)N1CCN(c2cccc(C(F)(F)F)c2)CC1 (stereo unspecified)	85[fluorescence artefact?]	/	4	-7	5	7[fluorescence artefact?]	3	1.2	-1
O=C(NCc1cn2ccsc2n1)c1cccc(C(F)(F)F)c1	111	1.1	10[fluorescence artefact?]	4	2	1[fluorescence artefact?]	-1	0.8	-5
C=CCNc1oc(-c2cccs2)nc1C#N	101	1.2	-10	9	2	-9	1	0.9	2
CC(C)(O)C(=O)NN(C(=O)c1ccccc1)c1cccc(Br)c1	102	1.1	-4	-8	2	-3	-1	0.9	-1
COc1ccc(NC(=O)CN2CCCCC2)c([N+](=O)[O-])c1	/	/	/	16	6	/	2	0.9	2
CC(C)CCn1c(SCC(=O)N2CC(=O)Nc3ccccc32)nc2scc(-c3cccs3)c2c1=O	121[fluorescence artefact?]	1	22	-4	-38	39[fluorescence artefact?]	61	1.2	4
CC(=O)Nc1ccccc1-c1nc2ccc(C(=O)N3CCN(c4ccccc4)CC3)cc2[nH]c1=O	108	/	-9	4	3	2	1	1.4	-3
CSC1=NCCN1C(=O)Cc1ccc(Cl)cc1	106	1.1	-8	1	-5	-3[fluorescence artefact?]	-4	1	-3
CCOc1ccc2ccccc2c1C(=O)N1CCOCC1	114	1.1	-2	-5	-22	-5	2	1.1	-2
COc1nc(Nc2ccc(OC)c(Cl)c2)nc(OC)n1	122	1.2	-1	-12	-7	2	6	0.9	0
CCCCCC(=O)Nc1cc(N(C)C)nc2ccccc12	98	1.2	5[fluorescence artefact?]	12	-6	-2[fluorescence artefact?]	-1	0.9	-3
CC(=O)c1c(COC(=O)c2ccncc2)nc2ccccc2[n+]1[O-]	34[fluorescence artefact?]	1.1	50[fluorescence artefact?]	2	-22	62*[fluorescence artefact?]	4	1	3
Cc1ccc(S(=O)(=O)c2c(N)n(NC(=O)c3ccco3)c3nc4ccccc4nc23)cc1	92	1.1	5	-1	-5	3[fluorescence artefact?]	-1	0.8	-5
CCN1CCN(C(=O)c2ccc(Cn3c(=O)[nH]c4cc(OC)c(OC)cc4c3=O)cc2)CC1	107	1.1	4[fluorescence artefact?]	-5	4	-1[fluorescence artefact?]	-1	1.7	-1
CCn1c(C)c(C(C)=O)c(SC)nc1=S	96	1.1	-3	3	4	-4	-2	0.9	1
Cn1ncc(Br)c1C(=O)Nc1ccc(F)cc1F	107	1.1	-6	/	/	-8	/	/	0
Cc1nc(NCCO)c2nnn(Cc3ccccc3F)c2n1	98	1.1	2	-6	1	2	-3	0.8	1
CC(C)c1ccc(-c2nnn(CCC(=O)O)n2)cc1	97	/	-3	-7	/	-4	/	1.1	-4
CN(C)CCCNC1CS(=O)(=O)CC1O (stereo unspecified)	102	/	6[fluorescence artefact?]	-1	-2	-3	-2	0.8	0
O=C(Cc1c(C(=O)O)[nH]c2ccccc12)NCCN1CCN(c2cccc(Cl)c2)CC1	109	1.3	1	-3	2	-13	-3	1.5	/
COc1ccc(Cn2c(CCC(=O)Nc3ccc(C)cc3)nc3cccnc32)cc1	85	1	12	-18	6	9	-2	0.8	2
COc1cccc(NC(=O)CN2C(=O)COc3ccc(Cl)cc32)c1	107	1.1	-6	-3	-9	-9	-2	0.9	2
Nc1nonc1-c1noc(N2CCOCC2)n1	112	1.3	-3	-3	/	1	/	/	0
C=CCSc1nnc(NC(=O)CSc2nnc(C)s2)s1	107	1.1	-17	1	5	-5	-4	0.8	6
O=C(CNC(=O)c1ccc(Cl)cc1Cl)NCCCn1ccnc1	119	1.2	4[fluorescence artefact?]	-2	-34	-4[fluorescence artefact?]	0	0.8	-2
O=C1CC(SCc2nc3ccccc3[nH]2)C(=O)N1c1ccc(F)cc1 (stereo unspecified)	111	1.1	-10	6	6	-16	-2	1.1	0
c1ccc2nc(N3CCCC3)c(N3CCCC3)nc2c1	99	1.2	-1[fluorescence artefact?]	-5	4	-5	-2	1.1	2
O=C(OCc1nc2ccc(Cl)cc2n1CCO)c1ccc2c(c1)OCO2	/	1.4	/	-4	/	/	/	1.4	-4
COc1ccc2c(c1)N(C)C(=O)CC(c1ccccc1)=N2	135	1	-18	0	-15	3	-3	1.3	-5
O=C(Cn1c(=O)n(CC2CCCO2)c(=O)c2ccccc21)N1CCN(c2ccccc2)CC1 (stereo unspecified)	113	1.1	-8	2	-6	-4	2	1	3

# For reference, some entries already given:
Molecule	ERa coact pot	MT1-MMP txn act	ERa SRC1 inh	E coli WT exp	Mac1 fbg inh	ERb SRC1 inh	Mac1 fbg enh	PLAP activator	FAK blocker
CC(C)CCn1c(SCC(=O)N2CC(=O)Nc3ccccc32)nc2scc(-c3cccs3)c2c1=O	121[fluorescence artefact?]	1	22	-4	-38	39[fluorescence artefact?]	61	1.2	4
CC(=O)Nc1ccccc1-c1nc2ccc(C(=O)N3CCN(c4ccccc4)CC3)cc2[nH]c1=O	108	/	-9	4	3	2	1	1.4	-3
CSC1=NCCN1C(=O)Cc1ccc(Cl)cc1	106	1.1	-8	1	-5	-3[fluorescence artefact?]	-4	1	-3

# Remaining list, next part
Molecule	ERa coact pot	MT1-MMP txn act	ERa SRC1 inh	E coli WT exp	Mac1 fbg inh	ERb SRC1 inh	Mac1 fbg enh	PLAP activator	FAK blocker
CC(C)Sc1n[nH]c2nc3c(c(=O)n12)C1(CCCC1)Cc1ccccc1-3	/	/	/	-4	25	/	-6	1	7
O=C(NCc1ccco1)c1cc2nc(-c3cccs3)cc(C(F)(F)F)n2n1	68[fluorescence artefact?]	1	32[fluorescence artefact?]	-7	-16	48[fluorescence artefact?]	-4	1.2	-1
CCCC1C(c2ccccc2)C(C#N)(C#N)C2(C#N)CC1(N)NC2=O (stereo unspecified)	120	1.1	3[fluorescence artefact?]	-2	1	-3	2	1.1	-2
CC12CCC(C(=O)NCc3cccnc3)(OC1=O)C2(C)C (stereo unspecified)	97	1.1	-9	-8	-5	-14	-8	0.8	3
COC(=O)CSc1nc(C)cc(Oc2ccccc2)n1	120[fluorescence artefact?]	1.1	-5	4	-10	-4	8	1	0
COc1cccc(CNC(=O)C2CCCN(c3nn4c(=O)cc(C)nc4s3)C2)c1OC (stereo unspecified)	101	1	3	7	1	-12	-4	0.9	-2
O=C(Nc1ccccc1C(=O)N1CCOCC1)c1ccc(F)cc1	109	1.1	-14	2	-7	-7	-1	1	-1
CCOC(=O)CN1C(=O)C(C)(C)Oc2ccc(C(=O)Nc3ccccc3)cc21	117	1.4	-3	6	6	-6	-2	1.2	2
Cc1cc(C)c(S(=O)(=O)c2ccccc2C)c(SCC(C)C)n1	/	/	/	3	78	/	-8	0.8	0
COc1ccc(/C=C/C(=O)c2sc(-c3ccc(Cl)cc3)nc2C)cc1	/	/	/	-15	6	/	30	1.1	-3
CCc1ccc2oc(=O)cc(CN3CCCCC3C)c2c1 (stereo unspecified)	97	0.9	-25	11	-13	-32	0	1.1	0
O=C(O)CCN1CCc2ccccc21	133	1.1	-20	-18	0	-11[fluorescence artefact?]	2	1.3	2
COc1cc(-c2cc(N)n(S(=O)(=O)c3ccccc3)n2)cc(OC)c1OC	108	/	-9	-1	-8	-9	8	1.6	3
CCC1(CC)Cc2ccccc2-c2nc(-c3ccccc3)oc(=O)c21	86	1	-6	-13	2	-4	1	0.9	-1
O=C(O)CCC(=O)N1CCc2cc(S(=O)(=O)NC3CCCC3)ccc21	86[fluorescence artefact?]	1	9	4	22	22[fluorescence artefact?]	-2	1.1	2
COc1cccc(C2=NOC(C(=O)NCc3cccs3)C2)c1 (stereo unspecified)	93	1.3	4	4	2	-3	-7	0.7	8
CCOC(=O)c1c(NC(=O)Cn2c(C)nc3ccccc32)sc2c1CCC2	116[fluorescence artefact?]	1.2	35	-5	-4	17	-1	0.9	1
COc1ccc(OC)c(S(=O)(=O)n2nc(-c3ccccc3)cc2N)c1	132	1	-5	3	-3	-5	-3	0.8	8
COc1cccc(-c2nnc(NC(=O)c3ccc(S(=O)(=O)N(CC(C)C)CC(C)C)cc3)o2)c1	132	0.8	6	-2	9	-2	-3	1	-1
CCC(=O)Nc1ccc(S(=O)(=O)N2CCN(c3ccc(F)cc3)CC2)cc1	101	1.1	-5	-6	/	-3	/	1	-4
Cc1c(C(=O)Nc2ccc(N3CCOCC3)cc2)oc2ccccc12	95	1.7	-10[fluorescence artefact?]	-5	-4	4	1	1	-4
O=C(c1ccc(Br)o1)N1CCN(c2ncccn2)CC1	91	0.9	11	0	6	18[fluorescence artefact?]	-2	0.8	-1
Cc1ccc2c(C)nc(NC3=NCN(C(C)C)CN3)nc2c1	120	0.9	-1	/	/	0[fluorescence artefact?]	/	/	-1
COc1ccc(/C=N/NC(=O)c2ccccc2Cl)cc1CSc1nc2ccccc2s1	/	/	/	-11	12	/	-6	1.5	1
